Screening results (PubChem)
UPR XBP1 act = activators of adaptive XBP1 UPR arm, primary screen, cell-based, CHO-XBP1 luciferase reporter, luminescence, uHTS; IRE1-XBP1 UPR activation; percent of tunicamycin response, DMSO as zero; activation, % at 20 µM; 0.33% of 330,000 active; AID 463104, 2010;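 active = versus positive control, 20 µM dose yields 30% or more activation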;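 note: 100% = tunicamycin at 10 µg/mL and 0% = DMSO only wells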
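Assay system: IRE1-XBP1 luciferase reporter CHO line. Input: 1000 cells/well. Buffer or medium: F12 with 10% serum. Doses: 20 µM, 1% DMSO. Times: overnight seeding at 37 °C, 6 h compound treatment at 37 °C. Technique: Steady-Glo luciferase glow luminescence, 10 min after reagent addition.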
697 NFkB inh = inhibitors of PMA/ionomycin-induced NF-kB reporter, 697 cells, primary screen, B-cell NF-kB inhibitor project, cell-based, luminescence, uHTS; 697 B-cell NF-kB luciferase reporter, 16 h; inhibition, % at 4 µM; 0.33% of 330,000 active; AID 435022, 2010; in the data active = inhibition above about 35%
Mdm2-MdmX inh = inhibitors of human Mdm2-MdmX association, primary screen, cell-based, luminescence, split luciferase, SaOS-2, uHTS; SaOS-2 split-luciferase Mdm2/MdmX complementation; Protein Mdm4 (Homo sapiens) + E3 ubiquitin-protein ligase Mdm2 (Homo sapiens), …; inhibition, % at 8 µM; 3% of 330,000 active; AID 485346, 2010;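 active = inhibition of at least 50% at 8 µM in the primary screen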
tim23-1 inh = growth inhibitors of tim23-1 mutant yeast, primary screen, luminescence, uHTS | 1.3% of 330,000 active | S. cerevisiae tim23-1 growth, BacTiter-Glo luminescence, 24 h | inhibition, % at 20 µM;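 active = growth inhibition of the mutant yeast at or above 50%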;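 note: temperature-sensitive mutant grown at 25 °C; plate controls were DMSO-treated mutant yeast for no effect and medium wells lacking yeast for full effect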
Jurkat NFkB inh = inhibitors of induced NF-kB luciferase reporter, primary screen, TCR NF-kB activation inhibitor project, cell-based, luminescence, uHTS; 0.53% of 330,000 active; inhibition, % at 4 µM; Jurkat, PMA/ionomycin-induced NF-kB luciferase reporter; in the data active = inhibition above about 50%
CHOP UPR activ = activators of apoptotic CHOP UPR arm, primary screen, cell-based, CHO-CHOP luciferase reporter, luminescence, uHTS; activation, % at 10 µM; UPR activation; percent of tunicamycin response over DMSO baseline; 0.34% of 330,000 active;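 active = at 10 µM dose, activation of 40% or more, normalized to positive control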;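 note: 100% = tunicamycin at 10 µg/mL and 0% = DMSO alone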
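Assay system: CHO-CHOP cells, stable luciferase reporter of PERK-eIF2a-CHOP signalling / Buffer or medium: F12 plus 10% serum / Compound dosing: one dose, 10 µM in 0.5% DMSO / Times: 6 h compound treatment, 37 °C / Technique: luciferase luminescence / Read-out: % reporter activation, DMSO baseline versus tunicamycin full activation / Benchmarks: tunicamycin and DMSO controls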
APJ antagonist = antagonists of human apelin receptor APJ, primary screen, CHO-K1 cells, beta-arrestin complementation, luminescence. AID 2521, 2010. inhibition, % at 20 µM. 0.32% of 330,000 active. P35414;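 active = inhibition above about 40% at 20 µM, limit read from the data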;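 note: cells challenged with 10 nM apelin-13 agonist together with compound; plate controls were apelin-13 plus DMSO wells for no effect and DMSO wells lacking apelin-13 for full effect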
Target sequence (P35414 whole entry, looked up): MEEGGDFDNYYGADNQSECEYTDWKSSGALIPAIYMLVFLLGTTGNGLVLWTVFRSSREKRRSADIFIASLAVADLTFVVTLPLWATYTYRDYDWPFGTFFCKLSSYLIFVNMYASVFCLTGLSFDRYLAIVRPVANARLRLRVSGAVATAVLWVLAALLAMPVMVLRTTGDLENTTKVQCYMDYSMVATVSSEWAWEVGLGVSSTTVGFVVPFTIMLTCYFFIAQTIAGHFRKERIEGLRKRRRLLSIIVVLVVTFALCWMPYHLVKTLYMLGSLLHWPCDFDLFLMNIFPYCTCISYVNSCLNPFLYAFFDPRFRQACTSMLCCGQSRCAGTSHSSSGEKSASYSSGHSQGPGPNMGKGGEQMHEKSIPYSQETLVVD
APJ ag = agonists of human apelin receptor APJ, primary screen, CHO-K1 cells, PathHunter beta-arrestin, luminescence. P35414. 0% DMSO wells, 100% apelin. activation, % at 20 µM. 0.11% of 330,000 active;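 active = activation more than six SD over the plate average, tested at 20 µM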;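 note: 0% = DMSO alone and 100% = apelin-13 at 10 nM; some results filed as inactive read as strong as hits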
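system = engineered CHO-K1 APJ arrestin reporter cells | input = 1000 cells per well | timing = overnight seeding, 90 min compound at 25 °C, 1 h detection | measured by = enzyme-fragment complementation luminescence | read-out = beta-arrestin recruitment to APJ as agonist activity, luminescent signal | control set = negative DMSO alone, positive Apelin-13 at 10 nM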
Numbers without * were called inactive; & = joins results of further samples. This is a random part of the collection; overall some 5% were active at least once.

SMILES	UPR XBP1 act	697 NFkB inh	Mdm2-MdmX inh	tim23-1 inh	Jurkat NFkB inh	CHOP UPR activ	APJ antagonist	APJ ag
COc1cccc(NS(=O)(=O)c2ccc3c(c2)n(C)c(=O)c(=O)n3C)c1	0	11	1	12	4	0.8	3	0
C=CCN1C(=O)S/C(=C/c2ccsc2)C1=O	4	-35	9	5	-19	5.3	3	0
CCCc1cc(=O)[nH]c(SCC(=O)c2cc(C)n(C3CC3)c2C)n1	-4	3	0	19	3	1.0	3	-5
Cc1ccc(N(CC(=O)N2CCCC2)S(C)(=O)=O)c(C)c1	0	-6	21	6	8	-0.9	13	-5
O=C(CN1C(=O)C(=O)N(Cc2ccco2)C1=O)Nc1ccccc1	3	16	16	-3	12	-1.4	0	-3
COc1ccccc1CNC(=O)C1CCC(CNc2c(N3CCC(C)CC3)c(=O)c2=O)CC1 (centres undefined)	-2	8	21	-7	-1	0.6	6	-2
CCOC(=O)NC(=O)COC(=O)CNC(=O)c1ccc(OCC)c(OCC)c1	-1	1	33	3	1	1.3	-3	-4
CC(C)c1ccc(NC(=O)C2C3C=CC(CC3)C2C(=O)O)cc1 (centres undefined)	0	-6	-7	24	-4	0.3	-9	-3
O=C(c1ccc(C(F)(F)F)cc1)C1CCCN(C(=O)c2csnn2)C1 (centres undefined)	-1	3	12	0	-14	2.2	13	-3
CC(=O)c1ccc(N2CCN(C(=O)c3ccc(Cl)c(NC4=NC5CS(=O)(=O)CC5S4)c3)CC2)cc1 (centres undefined)	-2	4	-24	-13	12	-0.3	-3	6
O=C(Nc1cccc(Cl)c1)N1CCc2ccccc2C1	3	-75	-47	65*	-68	6.6	13	-1
C=CCNC(=O)c1sccc1Oc1ccc(F)cc1[N+](=O)[O-]	0	8	9	8	-8	-1.6	-14	-1
CC(=O)Nc1ccc(S(=O)(=O)NC(C)c2ccncc2)cc1 (centres undefined)	-3	8	-10	-4	-10	1.3	-8	1
O=C(/C=C/c1ccc([N+](=O)[O-])cc1)OCC(=O)N1c2ccccc2Sc2ccccc21	-1	-20	0	12	16	1.6	-26	4
Cn1c([N+](=O)[O-])cnc1COC(N)=O	-3	13	9	-4	5	-0.8	16	1
Cc1nc(-c2ccccn2)sc1C(=O)O	-2	6	-3	0	8	0.6	4	-2
CC1(C)CCCN(C(=O)N2c3ccccc3Sc3ccccc32)C1	0	12	-5	-23	-2	3.7	14	-3
Cc1cc(C)n(CCNC(=O)CC2C(=O)NCCN2Cc2ccccc2C(F)(F)F)n1 (centres undefined)	-3	9	-35	12	3	-1.3	-11	-3
CC(C)(C)c1ccc(C(=O)NCc2ccco2)cc1	5	-41	-36	23	-66	4.0	-1	-1
Cc1ccc(S(=O)(=O)N2CCC(C(=O)OCC(=O)N(Cc3ccccc3)C(C)(C)C)CC2)cc1C	-2	-9	30	17	-5	-1.6	-35	1
O=C(O)/C=C/c1ccc(S(=O)(=O)N2CCN(CCN3C(=O)C4C5C=CC(C5)C4C3=O)CC2)cc1 (centres undefined)	0	11	15	13	11	0.8	0	-3
CCC[N+](C)(C)C(C)C(OC(C)=O)c1ccccc1 (centres undefined)	-1	4	13	-5	-8	0.2	-11	-2
CN(C)c1ccc(S(=O)(=O)NCC(=O)NCCOc2ccccc2F)cc1[N+](=O)[O-]	1	18	-4	-9	-9	-0.1	2	-5
Cc1ccc(NS(=O)(=O)c2cc(C(=O)Nc3cccnc3)ccc2C)cc1	-5	26	-8	12	15	0.6	-20	2
COc1ccccc1OCC(O)CN1CCN(CC(=O)Nc2c(C)cccc2C)CC1 (centres undefined)	-4&-5	1&10	-8&-2	9&4	8&16	3.5&-0.8	-1&12	-3&-4
O=S(=O)(Nc1ccccn1)c1cccc(S(=O)(=O)c2ccc(Br)cc2)c1	0	-30	4	16	-18	-1.7	-13	-3
O=C(NN=C1CCCCC1)c1ccccc1OCc1ccc(F)cc1	-1	0	-4	9	5	-1.0	8	-4
CCc1ccc(S(=O)(=O)N/N=C(/C)c2ccncc2)cc1	4	2	5	16	12	1.7	-14	6
COc1ccc(C(=O)NCC(=O)OCC(=O)c2ccc(Cl)cc2)cc1OC	-1	4	14	0	8	-0.9	1	-2
CC1CC(C)CN(C(=O)Cn2nnc(-c3ccc(Br)cc3)n2)C1 (centres undefined)	-6	-1	14	-4	13	0.4	9	-1
CC1(C)NC(=O)N(CCCCOc2ccc(Br)cc2Cl)C1=O	3	-27	17	17	-5	-1.4	-4	0
O=c1oc2ccccc2c(Nc2ccc3ccccc3c2)c1[N+](=O)[O-]	0	-20	22	32	-16	-0.5	21	-3
Cn1c(CC(=O)NNC(=O)c2ccccc2F)nc2ccccc21	6	6	8	17	2	-0.4	-2	-6
CC(C)c1ccc(N(CC(=O)NCc2ccco2)C(=O)CCC(=O)Nc2nccs2)cc1	5	-8	30	12	8	0.3	7	-3
CNC(=O)N(O)C1N(/N=C/c2cccs2)C(=S)SC1(C)C (centres undefined)	-2	-9	-9	8	2	-2.4	-24	1
COc1ccc(N2C=C3C(=O)C(C)(OC(=O)CCc4ccccc4)C(=O)C=C3C=C2c2ccc(C#N)cc2)cc1 (centres undefined)	-5	-4	18	17	9	5.1	-102	19
C=CCN(C(=O)c1cccc(N2C(=O)C3CC=CC(C)C3C2=O)c1)c1ccccc1 (centres undefined)	-3	4	17	22	-4	-1.7	-8	0
COc1ccc(CNC(=O)C2CCN(S(=O)(=O)c3ccc4nc5c(c(C(=O)O)c4c3)CC(C)CC5)CC2)cc1 (centres undefined)	-4	7	13	5	10	-1.0	-3	-2
CC1(C)Cc2cccc(OCC(=O)O)c2O1	0	9	8	0	7	-1.8	7	-2
COc1ccc(N2C(=O)CC(Cc3ccccc3)C2=O)cc1 (centres undefined)	2	11	10	7	12	-1.6	-12	-2
CCc1ccc(CNC(=O)C2CCN(S(=O)(=O)N3CCCC3)CC2)cc1	-4	7	12	-12	8	2.9	-31	5
Cn1nccc1-c1cc(Cl)cc(Cl)c1O	-1	5	5	19	1	1.2	3	1
COc1cccc(C(=O)Nc2sc3c(c2C(=O)O)CCCC3)c1	3	-44	34	22	-24	8.7	2	-3
COc1ccc(OC)c(S(=O)(=O)N2CCN(C(=O)c3cc(C4CC4)nn3-c3ccccc3)CC2)c1	-1	-5	4	24	-8	-0.8	-2	-1
CCOCCCNC(=O)C(NC(=O)c1cnccn1)c1ccc(OC)cc1 (centres undefined)	-3	4	11	11	-6	0.4	2	0

A draw from above in order of heavy-atom count, largest number first:
SMILES	UPR XBP1 act	697 NFkB inh	Mdm2-MdmX inh	tim23-1 inh	Jurkat NFkB inh	CHOP UPR activ	APJ antagonist	APJ ag
COc1ccc(N2C=C3C(=O)C(C)(OC(=O)CCc4ccccc4)C(=O)C=C3C=C2c2ccc(C#N)cc2)cc1 (centres undefined)	-5	-4	18	17	9	5.1	-102	19
COc1ccc(CNC(=O)C2CCN(S(=O)(=O)c3ccc4nc5c(c(C(=O)O)c4c3)CC(C)CC5)CC2)cc1 (centres undefined)	-4	7	13	5	10	-1.0	-3	-2
COc1ccc(OC)c(S(=O)(=O)N2CCN(C(=O)c3cc(C4CC4)nn3-c3ccccc3)CC2)c1	-1	-5	4	24	-8	-0.8	-2	-1
CC(C)c1ccc(N(CC(=O)NCc2ccco2)C(=O)CCC(=O)Nc2nccs2)cc1	5	-8	30	12	8	0.3	7	-3
C=CCN(C(=O)c1cccc(N2C(=O)C3CC=CC(C)C3C2=O)c1)c1ccccc1 (centres undefined)	-3	4	17	22	-4	-1.7	-8	0
CCOCCCNC(=O)C(NC(=O)c1cnccn1)c1ccc(OC)cc1 (centres undefined)	-3	4	11	11	-6	0.4	2	0
O=c1oc2ccccc2c(Nc2ccc3ccccc3c2)c1[N+](=O)[O-]	0	-20	22	32	-16	-0.5	21	-3
Cn1c(CC(=O)NNC(=O)c2ccccc2F)nc2ccccc21	6	6	8	17	2	-0.4	-2	-6
COc1cccc(C(=O)Nc2sc3c(c2C(=O)O)CCCC3)c1	3	-44	34	22	-24	8.7	2	-3
COc1ccc(N2C(=O)CC(Cc3ccccc3)C2=O)cc1 (centres undefined)	2	11	10	7	12	-1.6	-12	-2
CNC(=O)N(O)C1N(/N=C/c2cccs2)C(=S)SC1(C)C (centres undefined)	-2	-9	-9	8	2	-2.4	-24	1
CC1(C)Cc2cccc(OCC(=O)O)c2O1	0	9	8	0	7	-1.8	7	-2
Cn1nccc1-c1cc(Cl)cc(Cl)c1O	-1	5	5	19	1	1.2	3	1

Next part.
SMILES	UPR XBP1 act	697 NFkB inh	Mdm2-MdmX inh	tim23-1 inh	Jurkat NFkB inh	CHOP UPR activ	APJ antagonist	APJ ag
O=C(O)c1ccc(N/N=C/C2=Cc3ccccc3OC2)cc1	4	-155	-109	39	-61	5.5	-24	1
Cc1ccc(NC(=S)N(CCCN2CCCC2)Cc2cccn2Cc2ccc(Cl)cc2)cc1C	3	-3	58*	-179	-26	4.6	3	1
COc1cc(C(=O)COC(=O)c2cccs2)cc(OC)c1OC	6	-17	40	23	-11	0.0	-6	-3
CCOc1ccccc1NC(=O)C1CCN(C(=O)NCc2ccccc2)CC1	0	-5	3	-10	-6	0.6	6	-3
Oc1ccc(-c2nncn2-c2ccccc2)cc1	-4	-6	-4	-4	19	0.2	-14	-3
CCc1nc(SCc2ccc(Br)cc2)n[nH]1	3	-33	-31	9	-19	6.4	11	0
Cc1ccc(NC(=O)N2CCCC2C(=O)NCc2cccs2)cc1 (centres undefined)	-1	12	-18	8	-10	0.4	-18	-3
CN1C(=O)N(C)c2cccc3cccc1c23	-3	2	4	17	-4	0.8	-14	-3
COc1ccc(NC(=S)Nc2ccc(OC)cc2OC)c(OC)c1	0	-1	11	19	3	-1.8	4	1
CSc1nc2ncc3c(n2n1)CC(C)(C)CC3=O	1	18	-10	-3	4	4.0	3	-4
O=C(C1CCN(c2nnc(-n3cccc3)s2)CC1)N1CCN(c2cccc(C(F)(F)F)c2)CC1	-3	-68	31	-1	17	-2.2	-16	-2
O=C(Nc1cccc(-c2nc3ccccc3[nH]2)c1)c1cccc(NC(=O)c2ccco2)c1	-2	12	100*	-8	-28	8.4	-19	10
O=c1c(/C=N/O)coc2ccc3ccccc3c12	-1	-10	-24	31	-36	1.1	-21	1
